Screening data from PubChem.
PLCg1 inh: PLC-gamma1 enzyme inhibitors, primary screen, biochemical, fluorescence, purified enzyme | inhibition, % at 12.2 µM | 1-phosphatidylinositol 4,5-bisphosphate phosphodiesterase gamma-1 (Homo sapiens), P19174 | fluorogenic substrate | actives 0.84% (n = 370,000) | AID 720700, 2013; in the data active means inhibition above about 9.5%
SMARCA2 activ: SMARCA2 (BRM) function activators, primary screen, cell-based, luminescence, high throughput. MG213 cells, MMTV-luciferase reporter, dexamethasone, overnight. activation, % at 9.1 µM. actives 1% (n = 370,000); in the data active means activation above about 7.8%;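 further: 0% = vehicle wells and 100% = reference activator wells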
MBD2 DNA inh: inhibitors of MBD2 binding to methylated DNA, primary screen, biochemical, TR-FRET, DNA-binding domain, human | Methyl-CpG-binding domain protein 2 (Homo sapiens), Q9UBB5 | MBD2 binding to methylated oligonucleotide | inhibition, % at 4.4 µM | actives 0.31% (n = 370,000) | AID 686964, 2013; in the data active means inhibition above about 13%
hgDAF12 agonist: H. glycines DAF-12 receptor agonists, primary screen, cell-based, luminescence, HEK293, GAL4 fusion, UAS-luciferase; AID 687014, 2013; actives 1.8% (n = 370,000); HEK293 GAL4-hgDAF12 UAS-luciferase reporter, agonist luminescence; normalized to butyrate control; activation, % at 6.8 µM;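 active means activation above a cutoff set at the mean of all screened compounds plus 3 SD, cut at about 10% in these data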;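 further: 0% = DMSO wells and 100% = sodium butyrate wells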
ADAM17 inh: ADAM17 inhibitors, primary screen, biochemical, QFRET; Disintegrin and metalloproteinase domain-containing protein 17 (Homo sapiens), P78536; recombinant ADAM17, EDANS/DABCYL FRET peptide cleavage; inhibition, % at 6.95 µM; actives 0.83% (n = 370,000); AID 720648, 2013;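 active means inhibition above the mean of compounds lying between control limits plus 3 SD, set per campaign, cut at about 8.5% in these data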;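 further: 0% = DMSO-only wells as the low control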
Target sequence (P78536 215-824 limits assumed): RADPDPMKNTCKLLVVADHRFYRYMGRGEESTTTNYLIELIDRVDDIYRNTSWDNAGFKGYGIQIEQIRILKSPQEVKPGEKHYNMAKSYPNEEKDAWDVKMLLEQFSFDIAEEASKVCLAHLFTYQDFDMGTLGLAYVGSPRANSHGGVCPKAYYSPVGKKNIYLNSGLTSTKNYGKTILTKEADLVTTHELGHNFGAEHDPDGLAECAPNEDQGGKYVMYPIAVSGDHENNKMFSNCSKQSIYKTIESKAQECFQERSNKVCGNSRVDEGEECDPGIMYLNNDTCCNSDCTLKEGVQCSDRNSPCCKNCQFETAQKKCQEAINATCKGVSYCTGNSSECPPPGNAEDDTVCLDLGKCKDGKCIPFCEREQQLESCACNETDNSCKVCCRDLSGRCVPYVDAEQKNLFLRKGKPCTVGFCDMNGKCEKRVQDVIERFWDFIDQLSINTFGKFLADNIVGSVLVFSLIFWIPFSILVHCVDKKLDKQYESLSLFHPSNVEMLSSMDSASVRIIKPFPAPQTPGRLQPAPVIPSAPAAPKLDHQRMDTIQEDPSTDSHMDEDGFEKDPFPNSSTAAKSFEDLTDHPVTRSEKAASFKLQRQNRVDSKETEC
PLCb3 inh: human PLC-beta3 inhibitors, primary screen, biochemical, fluorescence. 1-phosphatidylinositol 4,5-bisphosphate phosphodiesterase beta-3 (Homo sapiens), Q01970. Purified PLC-beta3, fluorogenic substrate. inhibition, % at 12.2 µM. actives 0.18% (n = 370,000). AID 720704, 2013; in the data active means inhibition above about 11%;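 further: 0% = median of compound wells on plate and 100% = full blocker control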
ssDAF-12 act: S. stercoralis DAF-12 nuclear receptor activators, primary screen, cell-based, luminescence, HEK293, GRIP1 co-expression, lit1-tk-luc | HEK293 ssDAF-12/GRIP1 lit1-tk-luc reporter; % of 3 µM dafachronic acid response | activation, % at 6.8 µM | actives 1% (n = 370,000) | AID 652126, 2013;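 active means activation above the mean over all tested compounds plus 3 SD, cut at about 0.9% in these data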;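 further: 0% = DMSO-only wells and 100% = 3 µM delta7-dafachronic acid wells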
hcDAF12 agonist: H. contortus DAF-12 nuclear receptor activators, primary screen, cell-based, luminescence, HEK293, lit1-tk-luc reporter; actives 1.4% (n = 370,000); activation, % at 6.8 µM; HEK293 hcDAF-12 lit1-tk-luc reporter; 0% DMSO, 100% Δ7-dafachronic acid; AID 652067, 2013;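 active means activation above the mean of all tested compounds plus 3 SD, cut at about 5.5% in these data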;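 further: 100% = response to 3 µM Δ7-dafachronic acid high control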
DAX1 inh-1: DAX1 (NR0B1) inhibitors, primary screen, cell-based, HEK293, Gal4-DAX1, luciferase luminescence; inhibition, % at 6.75 µM; actives 0.99% (n = 340,000); HEK293 Gal4-DAX1 luciferase reporter; AID 504766, 2011;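 active means inhibition above the mean over all tested compounds plus 3 SD, cut at about 4.2% in these data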;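 further: 0% = DAX1-transfected cells with DMSO and 100% = empty-vector control cells with DMSO; inhibition shows as a rise in luminescence from relieved DAX1 repression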
Target sequence (P51843 207-470 limits assumed): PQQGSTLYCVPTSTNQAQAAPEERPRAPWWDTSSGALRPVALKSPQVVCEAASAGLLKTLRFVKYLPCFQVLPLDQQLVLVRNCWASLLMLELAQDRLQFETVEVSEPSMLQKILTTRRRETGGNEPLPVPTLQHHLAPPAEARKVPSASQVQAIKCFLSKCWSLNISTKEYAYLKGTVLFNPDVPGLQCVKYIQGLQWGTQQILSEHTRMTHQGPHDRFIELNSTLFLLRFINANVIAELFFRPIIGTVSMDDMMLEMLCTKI
Rev-erbA mod: modulators of Rev-erb alpha DNA binding, primary screen, biochemical, FITC-DNA, fluorescence polarization, uHTS. activity, % at 10 µM. Rev-erbα–FITC-DNA binding, 90 min. AID 1259318, 2017. Nuclear receptor subfamily 1 group D member 1 (Homo sapiens), P20393. actives 0.79% (n = 370,000);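 active means activity above about 14%, limit read from the data; passing the limit was not always enough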;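 further: 0% = DMSO wells with 35 nM protein and 100% = DMSO wells with 750 nM protein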
DAX1 inh-2: DAX1 (NR0B1) inhibitors on StAR promoter, primary screen, cell-based, luminescence, SF-1 (NR5A1), full-length DAX-1; HEK293T StAR-luciferase reporter, SF-1/DAX-1 repression relief; inhibition, % at 6.8 µM; actives 1.1% (n = 370,000); AID 652010, 2013;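 active means inhibition above the mean over all tested compounds plus 3 SD, cut at about 3.6% in these data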;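 further: 0% = DAX-1 cells with DMSO and 100% = cells lacking DAX-1 with DMSO; higher inhibition means more luminescence from relief of DAX-1 repression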
Starred values were filed as active, the others as inactive; nt = no result given.

SMILES	PLCg1 inh	SMARCA2 activ	MBD2 DNA inh	hgDAF12 agonist	ADAM17 inh	PLCb3 inh	ssDAF-12 act	hcDAF12 agonist	DAX1 inh-1	Rev-erbA mod	DAX1 inh-2
Nc1ccc(C(=O)OCc2nc3ccccc3[nH]2)cc1	1	1	3	-3.2	0	1	-1.2	-1.1	-0.3	4	-0.4
COC(=O)C[C@@H]1C[C@H]2c3cc(NC(=O)Nc4ccccc4F)ccc3O[C@H]2[C@H](CO)O1	-1	-3	-2	0.1	-5	-1	-1.1	-2.2	-0.8	-1	-0.1
O=C(Nc1cccc(C(=O)N2CCCCC2)c1)C1CCCC1	2	3	-1	-1.3	3	5	-0.8	0.7	0.0	4	-0.8
COCCn1c(SCC(=O)NC2CCCC(C)C2C)nc2ccccc2c1=O (centres undefined)	0	-2	-5	1.2	-2	-5	-0.8	-0.2	0.9	-6	0.0
Cc1cc(C)nc(NC(=O)NC(=O)c2ccccc2)n1	1	-1	-2	-0.6	-2	-7	-1.2	-1.9	0.0	1	-1.5
COCCNCC(=O)C12CC3CC(CC(C3)C1)C2	-2	-4	2	1.3	-3	-3	-1.4	-0.2	-0.4	-7	0.5
Nc1ccccc1Oc1ccc2ccccc2c1	2	4	-3	5.3	3	1	-1.0	2.3	0.2	7	-0.3
Cc1nn2c(NCc3ccccn3)cc(C(C)(C)C)nc2c1-c1ccccc1	-28	-3	0	-0.6	-9	-50	-1.7	-1.4	1.1	10	0.4
CCCCCCCCN1C(=O)[C@H](CC(=O)NCCCCc2ccccc2)C[C@@]2(C(=O)OCC)CCCC=C12	-2	-3	2	-3.8	0	2	-1.3	-2.4	nt	5	-0.1
O=C1C=C(c2ccccc2C(F)(F)F)C[C@@H](c2ccc3c(c2)OCO3)C1	-6	0	2	-0.5	0	-9	-1.5	-0.5	-1.0	8	0.3
CCCN(Cc1nnc(-c2ccccc2Cl)o1)C(=O)c1ccc(C)c(S(=O)(=O)N2CCOCC2)c1	2	1	0	-0.7	-1	0	-0.9	0.8	-0.9	-2	-1.0
O=C(COC(=O)CCC(=O)c1ccc(F)cc1)NCCc1ccccc1	1	0	-1	0.4	-2	-3	-0.7	0.4	1.6	2	0.3
Nc1ccc(S(=O)(=O)c2cccc(N)c2)cc1	3	3	-2	0.0	-1	-1	-1.4	-0.4	0.6	4	0.1
Cn1c(=O)c2c3c(sc2n2c(SCC(N)=O)nnc12)CC(C(C)(C)C)CC3 (centres undefined)	-2	0	4	-1.0	-5	-7	-1.7	0.2	-0.6	-1	-0.5
CC(C)CC(=O)Nc1nnc(S(=O)(=O)Nc2ccccc2)s1	-3	-3	-4	1.8	-4	-7	-1.4	1.6	1.4	-2	0.0
O=C(C1COc2ccccc2O1)N1CCN(c2ccccc2F)CC1 (centres undefined)	0	-3	-3	-0.1	-5	-2	-0.5	-1.1	0.8	1	-0.4
COc1ccc(C2C(C#N)=C(N)OC3=C2C(=O)CC(C)(C)C3)cc1Cn1nc(C)c([N+](=O)[O-])c1C (centres undefined)	3	0	-2	-3.9	-3	1	-1.3	-2.7	0.9	4	-0.4
CCC(=O)N1CCN(c2ccc(NC(=O)c3cc4ccccc4o3)cc2)CC1	0	-3	-1	-2.6	0	0	-1.6	-2.8	-1.4	-2	-0.8
CCCOC(=O)Cc1n[nH]c(=O)[nH]c1=O	2	0	-5	1.4	-1	6	-1.0	1.8	0.4	-8	-0.9
O=C(Cc1ccc(Cl)cc1)N/N=C1\CCCc2ccccc21	0	-1	-6	1.3	0	0	-1.5	-1.1	0.0	7	-0.4
Cn1ncc(Cl)c1C(=O)NNC(=O)Nc1cccc2ccccc12	-21	0	5	0.4	-26	-37	-0.9	5.0	0.6	6	0.1
COc1ccc(CNC(=O)/C=C/c2ccc(S(=O)(=O)NCc3ccco3)cc2)cc1OC	1	-4	2	-2.1	2	6	-1.4	-2.9	0.9	14	-1.1
COc1cc2cc(C(=O)O)n(C)c2c(OC)c1OC	-8	-3	5	0.5	-18	-15	-1.6	0.0	0.6	1	-0.1
O=C1NC(Cc2ccccc2)C(=O)Nc2ccc(Br)cc21 (centres undefined)	1	0	-1	4.2	-2	-4	-0.8	1.0	0.3	0	1.0
O=C(CSc1ncnc2sc3c(c12)CCCC3)N1CCC(c2noc3ccc(F)cc23)CC1	-1	-2	1	-0.7	-2	5	-2.3	0.9	-0.5	12	-0.3

A different layout for some results above:
Order of results – PLCg1 inh	SMARCA2 activ	MBD2 DNA inh	hgDAF12 agonist	ADAM17 inh	PLCb3 inh	ssDAF-12 act	hcDAF12 agonist	DAX1 inh-1	Rev-erbA mod	DAX1 inh-2
- O=C(C1COc2ccccc2O1)N1CCN(c2ccccc2F)CC1 (centres undefined)
  0	-3	-3	-0.1	-5	-2	-0.5	-1.1	0.8	1	-0.4
- COc1ccc(C2C(C#N)=C(N)OC3=C2C(=O)CC(C)(C)C3)cc1Cn1nc(C)c([N+](=O)[O-])c1C (centres undefined)
  3	0	-2	-3.9	-3	1	-1.3	-2.7	0.9	4	-0.4
- CCC(=O)N1CCN(c2ccc(NC(=O)c3cc4ccccc4o3)cc2)CC1
  0	-3	-1	-2.6	0	0	-1.6	-2.8	-1.4	-2	-0.8
- CCCOC(=O)Cc1n[nH]c(=O)[nH]c1=O
  2	0	-5	1.4	-1	6	-1.0	1.8	0.4	-8	-0.9
- O=C(Cc1ccc(Cl)cc1)N/N=C1\CCCc2ccccc21
  0	-1	-6	1.3	0	0	-1.5	-1.1	0.0	7	-0.4
- Cn1ncc(Cl)c1C(=O)NNC(=O)Nc1cccc2ccccc12
  -21	0	5	0.4	-26	-37	-0.9	5.0	0.6	6	0.1
- COc1ccc(CNC(=O)/C=C/c2ccc(S(=O)(=O)NCc3ccco3)cc2)cc1OC
  1	-4	2	-2.1	2	6	-1.4	-2.9	0.9	14	-1.1
- COc1cc2cc(C(=O)O)n(C)c2c(OC)c1OC
  -8	-3	5	0.5	-18	-15	-1.6	0.0	0.6	1	-0.1
- O=C1NC(Cc2ccccc2)C(=O)Nc2ccc(Br)cc21 (centres undefined)
  1	0	-1	4.2	-2	-4	-0.8	1.0	0.3	0	1.0

The results go on:
SMILES	PLCg1 inh	SMARCA2 activ	MBD2 DNA inh	hgDAF12 agonist	ADAM17 inh	PLCb3 inh	ssDAF-12 act	hcDAF12 agonist	DAX1 inh-1	Rev-erbA mod	DAX1 inh-2
COc1ccc2c(C)c(C(=O)N3CC[C@@H](N4CCC(O)CC4)[C@H](O)C3)oc2c1	-3	-2	-2	-0.2	2	-10	-1.4	2.2	0.5	1	0.9
CCn1cc([N+](=O)[O-])c(C(=O)Nc2c(C)nn(Cc3c(F)c(F)c(F)c(F)c3F)c2C)n1	6	1	-4	0.2	1	5	-1.2	-0.7	0.4	0	-0.8
C=CCOc1ccc2ccccc2c1/C=N/O	-1	-5	3	1.8	-5	-3	-1.4	0.5	-0.3	-1	-0.1
CN(C)S(=O)(=O)c1cccc(C(=O)OCC(=O)c2ccc3c(c2)NC(=O)CO3)c1	-4	0	0	-0.3	-6	-7	-1.4	-2.5	-0.1	-3	-0.4
CC(C)(Oc1ccc(Cl)cc1)C(=O)NC1CCN(Cc2ccccc2)CC1	2	-1	1	0.2	2	-6	-1.7	1.7	0.4	1	-2.0
COc1ccc(-c2cc(C(=O)N3CC4(C)CC3CC(C)(C)C4)no2)cc1 (centres undefined)	1	1	-2	4.5	0	-2	-0.4	0.1	-0.1	-3	0.1
C/C(=N\NS(=O)(=O)c1cccc([N+](=O)[O-])c1)c1cc2ccccc2o1	-1	-3	4	0.7	-7	-1	-0.3	3.2	-0.8	-4	1.6
CCc1ccc2c(CC(=O)NNC(=O)c3ccncc3)coc2c1	0	-2	2	3.3	0	-5	-1.1	-1.4	0.7	3	-1.1
CCOC(=O)c1cccc(NC(=O)CSc2nnc(-c3cccnc3)n2CC)c1	2	2	0	-1.6	-3	0	-0.3	0.8	4.0	3	0.4
Cc1ccc(N(C(=O)c2snc(C(N)=O)c2N)C(C(=O)NCC2CCCO2)c2ccc(C)o2)c(C)c1 (centres undefined)	-136	2	4	-2.0	-133	-209	-1.4	-0.1	-1.6	-4	-0.3
Cc1ccccc1N1CCN(C(=S)c2ccc(-c3ccc([N+](=O)[O-])cc3)o2)CC1	-28	-4	0	-0.6	-1	-40	-0.9	0.3	1.6	3	0.4
CCn1c(Cc2ccccc2)nnc1SCC(=O)Nc1ccc2c(c1)OCCO2	4	-4	-2	-1.9	-1	4	-1.7	-0.6	-0.4	4	-1.0
CCOc1ccc(C(=O)NCC(=O)NCCCSc2ccccc2)cc1OCC	0	-1	-3	-0.2	-5	-8	-0.4	-1.1	1.3	-3	-0.9
c1ccc(-c2nc3c4ccccc4ccn3c2CN2CCOCC2)cc1	-1	1	-3	10	-7	-6	0.6	8.3*	4.0	-1	0.8
Nc1ccc(C(=O)OCC(=O)N2CCc3ccccc3C2)cc1[N+](=O)[O-]	-1	0	-3	2.2	-1	1	0.0	3.1	-0.7	-2	-0.2
O=C(N/N=C/c1cccc(O)c1)c1ccc(NC(=O)C2CCCCC2)cc1	1	-3	3	1.3	-4	-9	0.1	-0.3	0.4	-2	-0.1
Cc1ccc(CCNS(=O)(=O)c2ccc3c(c2)N(C)CCO3)cc1	4	-3	-4	0.9	1	5	-1.1	-2.6	0.5	4	2.2
O=C(CN1C(=O)C2(OCCCO2)c2ccccc21)NCc1ccccc1Cl	0	-2	5	1.2	-4	-2	-1.0	-1.7	nt	6	-1.1
O=[N+]([O-])c1ccc(Nc2ccc(F)cc2)nc1	-4	-1	-3	1.3	10*	-8	-1.7	-2.1	-0.9	2	-0.4
O=C(NCC1CC1)c1cccc2c1C(=O)c1ccc(N3CCCC3)cc1S2(=O)=O	-66	1	-18	-2.5	0	-98	-1.4	-0.7	-0.5	3	-0.4
Cc1nc2ccc(Cc3ccc4nc(C)[nH]c4c3)cc2[nH]1	-1	0	-2	2.2	-6	-1	-1.6	-0.9	0.6	-7	0.5
COc1ccc(/C=N/NC(=O)c2snnc2C)c(OC)c1OC	7	-6	-6	1.5	3	-2	-1.5	-0.8	1.9	-7	0.4

Not a hit list. Share with any hit: about 7.4%.
